Screens: PubChem BioAssay, several laboratories
Tb hexokinase = Trypanosoma brucei hexokinase 1 inhibitors, primary screen, biochemical, G6PDH-coupled NADH absorbance, MLSCN library; hexokinase 1 [Trypanosoma brucei]; recombinant TbHK1, G6PDH-coupled NADH A340; inhibition, % at 10 µM; 220,000 tested, 0.11% active; AID 1430, 2008;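 active means inhibition of 50% or more in the single-dose primary screen; inactive means inhibition below 50%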
eIF4E-4G inh = eIF4E–eIF4G protein interaction inhibitors, primary screen, biochemical, uHTS, TR-FRET, eIF4GI fragment; AID 782, 2007; 220,000 tested, 0.37% active; TR-FRET eIF4E-eIF4GI(517-606) binding, 2 h; Eukaryotic translation initiation factor 4E (Mus musculus) + Eukaryotic translation …; inhibition, % at 21.7 µM;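 active means inhibition above about 30%, limit read from the data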;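 further: 0% = full FRET control wells and 100% = background wells lacking eIF4GI fragment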
PGE2 EP2 inh = human EP2 receptor antagonists, primary screen, TR-FRET cAMP, C6 glioma cells; Prostaglandin E2 receptor EP2 subtype (Homo sapiens), P43116; C6 glioma cells expressing human EP2; cells stimulated with saturating PGE2; inhibition, % at 25 µM; 260,000 tested, 0.52% active;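 active means percent inhibition above 40 after rounding to a whole number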;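 further: rat C6 glioma host cells with rolipram phosphodiesterase inhibitor present; the protocol text gives 20 µM as final concentration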
14-3-3 Bad PPI = inhibitors of 14-3-3 zeta/Bad binding, primary screen, biochemical, TR-FRET, bovine 14-3-3 zeta. 14-3-3 protein zeta/delta (Bos taurus), P63103. inhibition, % at 21.7 µM. TR-FRET 14-3-3zeta/Dy647-pBad peptide displacement, 1 h. 220,000 tested, 0.71% active;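 active means inhibition above about 70%, limit read from the data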;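 further: 0% = full 14-3-3 plus peptide FRET controls and 100% = background without 14-3-3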
EP2 modulator = EP2 receptor modulators, cAMP readout, primary screen, cell-based, HTRF cAMP, PGE2 stimulation | induction, % at 25 µM | 260,000 tested, 0.83% active | AID 940, 2007 | Prostaglandin E2 receptor EP2 subtype (Homo sapiens), P43116 | EP2-expressing cells, cAMP HTRF FRET, PGE2 co-stimulation;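 active means compounds whose cAMP rise, as percent of the full-agonist control response, exceeds 60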;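 further: rat C6 glioma line stably carrying human EP2 under a CMV promoter; the protocol text gives 20 µM as final concentration; 100% = response of wells given 1 µM PGE2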
Hck Nef HTS = inhibitors of Nef-activated human Hck kinase, primary screen, biochemical, Z-Lyte FRET, 384-well, Hck-YEEI; Tyrosine-protein kinase HCK (Homo sapiens), P08631; inhibition, % at 20 µM; 220,000 tested, 0.68% active; Recombinant Hck-YEEI plus Nef, Z-Lyte FRET kinase assay;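 active means Hck-Nef kinase inhibition above about 50%, limit read from the data; inactive means inhibition below that limit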;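 further: 0% = DMSO with Hck plus Nef and 100% = Hck alone without Nef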
Target sequence (P08631 whole entry, looked up): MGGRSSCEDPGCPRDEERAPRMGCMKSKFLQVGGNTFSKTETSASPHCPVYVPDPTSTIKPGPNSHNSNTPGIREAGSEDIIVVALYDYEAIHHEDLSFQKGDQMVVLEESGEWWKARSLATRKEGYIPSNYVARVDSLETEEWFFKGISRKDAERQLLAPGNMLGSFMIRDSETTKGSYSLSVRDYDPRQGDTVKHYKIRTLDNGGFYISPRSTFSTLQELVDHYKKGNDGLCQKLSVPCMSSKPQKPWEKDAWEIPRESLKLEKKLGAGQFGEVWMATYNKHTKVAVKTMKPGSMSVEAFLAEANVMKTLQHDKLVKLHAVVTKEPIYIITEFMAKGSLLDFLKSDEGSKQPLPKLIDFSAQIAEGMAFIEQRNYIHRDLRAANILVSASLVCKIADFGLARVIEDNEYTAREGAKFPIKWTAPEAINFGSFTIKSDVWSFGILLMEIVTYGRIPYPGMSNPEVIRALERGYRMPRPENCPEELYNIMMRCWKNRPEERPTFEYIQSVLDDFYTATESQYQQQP
Calpain2 inh = inhibitors of pig calpain II, primary screen, biochemical, fluorogenic peptide substrate, 1536-well | purified calpain II, 30 min | inhibition, % at 16 µM | 220,000 tested, 0.37% active | AID 1236, 2008;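 active means inhibition above about 50%, limit read from the data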
L929 necroptosis = inhibitors of zVAD-triggered necroptosis, primary screen, L929 cells | viability rescue, % at 10 µM | 220,000 tested, 0.38% active | L929 zVAD necroptosis rescue, ATP luminescence, 24 h; with zVAD 60 µM | AID 1377, 2008;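 active means activation, scaled between plate controls, above about 75%, limit read from the data; inactive means activation under that limit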;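 further: 0% = zVAD with DMSO and 100% = DMSO alone without zVAD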
Rad51 HR inh = human RAD51 strand exchange inhibitors, primary screen, biochemical, fluorescence; inhibition, % at 10 µM; DNA repair protein RAD51 homolog 1 (Homo sapiens), Q06609; 200,000 tested, 0.085% active; hRad51 DNA strand exchange, fluorescence dequenching; AID 1385, 2008;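 active means inhibition above 40% at the single screening dose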;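 further: 0% = DMSO control wells and 100% = blanks with heterologous ssDNA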
Target sequence (Q06609 whole entry, looked up): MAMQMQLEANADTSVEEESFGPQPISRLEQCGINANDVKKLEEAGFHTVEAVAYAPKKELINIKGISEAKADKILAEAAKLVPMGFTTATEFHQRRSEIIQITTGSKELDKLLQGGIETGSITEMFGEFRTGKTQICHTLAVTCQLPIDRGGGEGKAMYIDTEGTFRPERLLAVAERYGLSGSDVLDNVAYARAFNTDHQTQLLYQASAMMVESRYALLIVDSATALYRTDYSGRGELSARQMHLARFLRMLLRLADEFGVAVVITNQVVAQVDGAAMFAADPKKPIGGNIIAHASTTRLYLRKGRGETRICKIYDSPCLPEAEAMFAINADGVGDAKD
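Material: Human Rad51 nucleoprotein filaments preassembled on unlabelled ssDNA | Also added: Labelled 47-mer dsDNA for strand exchange | Dosing: Single dose, 10 µM final compound | Schedule: 30-min compound preincubation and 15-min exchange, both room temperature | Technique: Fluorescence dequenching at 485/520 nm | Measure: Percent inhibition relative to plate controls and blanks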
Active calls of the source: *; & = joins results of further samples; [ ] = another dose, or the depositor's remark. An excerpt. The share of hits here may be higher or lower than overall.

For CC(C)(C)C(=O)Nc1cc(NC(=O)C(C)(C)C)cc(C(=O)Nc2cc(C(=O)O)cc(C(=O)O)c2)c1 the results were Tb hexokinase 2, eIF4E-4G inh 2, PGE2 EP2 inh 4, 14-3-3 Bad PPI -11, EP2 modulator 8, Hck Nef HTS 3, Calpain2 inh -8 and L929 necroptosis 0.0.
For CCOC(=O)c1ccc(NC(=S)N(CCN2CCCCCC2)Cc2ccco2)cc1 the results were Tb hexokinase 7, eIF4E-4G inh -2, PGE2 EP2 inh -2, 14-3-3 Bad PPI -2, EP2 modulator 24, Hck Nef HTS -5, Calpain2 inh 36, L929 necroptosis -0.3 and Rad51 HR inh -8.
Cc1cccn2c(=O)c(/C=C(\C#N)C(=O)NC3CCS(=O)(=O)C3)c(N3CC(C)OC(C)C3)nc12 (stereo not given) was read as Tb hexokinase -25, eIF4E-4G inh 4, PGE2 EP2 inh 8, 14-3-3 Bad PPI -3, EP2 modulator -4, Hck Nef HTS 3, Calpain2 inh -320, L929 necroptosis 0.0 and Rad51 HR inh 3.
O=[n+]1c2c(n([O-])c3cc(F)c(N4CCCC4)cc31)CCC2 was read as Tb hexokinase -14, PGE2 EP2 inh 12, Hck Nef HTS 0, L929 necroptosis -0.2 and Rad51 HR inh -2.
For CC(=O)Nc1cccc(NC(=O)Nc2ccc(C(C)=O)cc2)c1 the results were Tb hexokinase 0, eIF4E-4G inh 4, PGE2 EP2 inh 11, 14-3-3 Bad PPI 7, EP2 modulator 10, Hck Nef HTS 4, Calpain2 inh 16, L929 necroptosis 0.8 and Rad51 HR inh -2.
Screening c1ccc(Cn2ccnc2-c2ccco2)cc1 returned Tb hexokinase 1, eIF4E-4G inh 2[fluorescence artefact?], 14-3-3 Bad PPI -3[fluorescence artefact?], EP2 modulator 15, Hck Nef HTS 5, Calpain2 inh -1 and L929 necroptosis -1.6.
Screening CC(C)C(=O)NC(C)C(c1cccs1)N1CCN(c2ccccc2)CC1 (stereo not given) returned Tb hexokinase -6, eIF4E-4G inh 7, PGE2 EP2 inh 15, 14-3-3 Bad PPI 21[fluorescence artefact?], EP2 modulator 14, Hck Nef HTS 5, Calpain2 inh -5, L929 necroptosis 0.4 and Rad51 HR inh -10.
Screening Nc1nc(-c2cccc(F)c2)cs1 returned Tb hexokinase -9, eIF4E-4G inh -3, PGE2 EP2 inh 10&6, 14-3-3 Bad PPI -7, EP2 modulator -27&-8, Hck Nef HTS 32, Calpain2 inh -20, L929 necroptosis 5.1 and Rad51 HR inh -4.
CCOC(=O)c1c(NC(=O)Cn2cc([N+](=O)[O-])cn2)sc2c1CCC2 was read as Tb hexokinase 6, eIF4E-4G inh -10, PGE2 EP2 inh 16, 14-3-3 Bad PPI 2, EP2 modulator 52, Hck Nef HTS -2, Calpain2 inh 7, L929 necroptosis -0.3 and Rad51 HR inh 1.
Screening Cc1nnc2n(C3CCCCC3)c(=O)c3c4c(sc3n12)CCC4 returned Tb hexokinase 2, eIF4E-4G inh 2[fluorescence artefact?], PGE2 EP2 inh 8, 14-3-3 Bad PPI 17, EP2 modulator 19, Hck Nef HTS 1, Calpain2 inh 3, L929 necroptosis -0.4 and Rad51 HR inh 1.
`COC(=O)C1=C(N)Oc2cc(C)n(CC3CCCO3)c(=O)c2C1c1ccccc1OC` (stereo not given) gave Tb hexokinase 1, eIF4E-4G inh 1, PGE2 EP2 inh 13, 14-3-3 Bad PPI 12, EP2 modulator 19, Hck Nef HTS 0, Calpain2 inh -3, L929 necroptosis -0.2 and Rad51 HR inh -1.
`COc1ccc(C2=NNC(c3cccs3)=Nc3ccc(OC)cc32)cc1` gave Tb hexokinase -7, eIF4E-4G inh 5, PGE2 EP2 inh 14, 14-3-3 Bad PPI 0, EP2 modulator 38, Hck Nef HTS 4, Calpain2 inh 12, L929 necroptosis -0.2 and Rad51 HR inh 5.
Cc1ccc(S(=O)(=O)N2CCC(C(=O)NCCc3ccccn3)CC2)cc1 was read as Tb hexokinase -5, eIF4E-4G inh 7, PGE2 EP2 inh 4, 14-3-3 Bad PPI -7, EP2 modulator 29, Hck Nef HTS 17, Calpain2 inh -8, L929 necroptosis 1.2 and Rad51 HR inh 25.
For O=c1[nH]c(SCc2nc3c(cnn3-c3ccccc3)c(=O)[nH]2)nc2ccccc12 the results were Tb hexokinase -2, eIF4E-4G inh -22, PGE2 EP2 inh 11, 14-3-3 Bad PPI 7[fluorescence artefact?], EP2 modulator 4, Hck Nef HTS 23, Calpain2 inh -23, L929 necroptosis -0.1 and Rad51 HR inh 9.
O=C1c2ccccc2-c2c1cccc2C(=O)N1CCCCC1 was read as Tb hexokinase -2, eIF4E-4G inh 2, PGE2 EP2 inh 15, 14-3-3 Bad PPI -3, EP2 modulator 20, Hck Nef HTS 8, Calpain2 inh 14, L929 necroptosis 0.6 and Rad51 HR inh -6.
`O=C(Nc1ccc(N2CCCC2)c(Cl)c1)c1cccc(-c2cc3ccccc3oc2=O)c1` gave Tb hexokinase -27, eIF4E-4G inh 0, PGE2 EP2 inh 4, 14-3-3 Bad PPI -5, EP2 modulator -4, Hck Nef HTS 5, Calpain2 inh -64, L929 necroptosis 8.1 and Rad51 HR inh -1.
Screening CCOC(=O)c1nc2cc3n(c(CC(C)C)c-2c1C)CC(C)=C3C returned Tb hexokinase -1, eIF4E-4G inh -4[fluorescence artefact?], PGE2 EP2 inh 9, 14-3-3 Bad PPI 1, EP2 modulator -33, Hck Nef HTS -6, Calpain2 inh -284, L929 necroptosis -1.8 and Rad51 HR inh 7.
For Cc1ccc(OCc2nnc(NC(=O)Cc3cccs3)s2)cc1 the results were Tb hexokinase 7, eIF4E-4G inh -1, PGE2 EP2 inh 14, 14-3-3 Bad PPI 2, EP2 modulator 11, Hck Nef HTS -1, Calpain2 inh -9, L929 necroptosis 0.5 and Rad51 HR inh 1.
For COc1ccc2nc(N/C(=N/S(=O)(=O)c3cccs3)c3ccccc3Cl)sc2c1 the results were Tb hexokinase -4, eIF4E-4G inh -2, PGE2 EP2 inh 2, 14-3-3 Bad PPI 1, EP2 modulator 19, Hck Nef HTS 0, Calpain2 inh -9, L929 necroptosis 1.2 and Rad51 HR inh 8.
COc1ccc(N2CCN(C(=O)NC3CCCCC3)CC2)cc1 was read as Tb hexokinase -7, eIF4E-4G inh 1, PGE2 EP2 inh 15, 14-3-3 Bad PPI 2[fluorescence artefact?], EP2 modulator 17, Hck Nef HTS 6, Calpain2 inh 6, L929 necroptosis -0.2 and Rad51 HR inh 3.
`Cc1[nH]c2ccccc2c1C(=O)CN1CC(C)OC(C)C1` (stereo not given) gave Tb hexokinase -6, eIF4E-4G inh -4, PGE2 EP2 inh 16, 14-3-3 Bad PPI -20, EP2 modulator -33, Hck Nef HTS 7, Calpain2 inh -3, L929 necroptosis -0.2 and Rad51 HR inh 5.
`COc1ccc2nc(-c3ccc(Cl)cc3)cc(C(=O)O)c2c1` gave Tb hexokinase -28, eIF4E-4G inh 0, PGE2 EP2 inh 6, 14-3-3 Bad PPI 3, EP2 modulator -18, Hck Nef HTS 15, Calpain2 inh -332, L929 necroptosis -0.9 and Rad51 HR inh 1.
Screening COc1cc2c(cc1OC)C(c1cc3cc4c(cc3[nH]c1=O)OCO4)N(C(=O)C1CC1)CC2 (stereo not given) returned Tb hexokinase -27, eIF4E-4G inh 4, PGE2 EP2 inh 15, 14-3-3 Bad PPI 7[fluorescence artefact?], EP2 modulator 14, Hck Nef HTS 8, Calpain2 inh -11 and L929 necroptosis 1.6.
`O=C(/C=C/Nc1ccccc1)C(F)(F)F` gave Tb hexokinase -4, eIF4E-4G inh -3, PGE2 EP2 inh 10, 14-3-3 Bad PPI -4, EP2 modulator 7, Hck Nef HTS 21, Calpain2 inh -6, L929 necroptosis 0.4 and Rad51 HR inh -1.
`COc1cc(S(=O)(=O)n2nnc3ccccc32)c(OC)cc1Cl` gave Tb hexokinase -2, eIF4E-4G inh 3[fluorescence artefact?], PGE2 EP2 inh 12, 14-3-3 Bad PPI -7[fluorescence artefact?], EP2 modulator 46, Hck Nef HTS 7, Calpain2 inh 2, L929 necroptosis -0.3 and Rad51 HR inh -5.
O=c1c2ccccc2ncn1Cc1ccc(Cl)cc1 was read as Tb hexokinase 4, eIF4E-4G inh -5, PGE2 EP2 inh 5, 14-3-3 Bad PPI -9, EP2 modulator -1, Hck Nef HTS 30, Calpain2 inh 4, L929 necroptosis 0.0 and Rad51 HR inh 3.
CCC1(C)Cc2c(sc3nc(SC)n(Cc4ccccc4)c(=O)c23)CO1 (stereo not given) was read as Tb hexokinase 13, eIF4E-4G inh 1, PGE2 EP2 inh 5, 14-3-3 Bad PPI -6, EP2 modulator 18, Hck Nef HTS 2, Calpain2 inh -22, L929 necroptosis -0.4 and Rad51 HR inh -1.
For C=CCSc1nccc(=O)[nH]1 the results were Tb hexokinase -5, eIF4E-4G inh 7, PGE2 EP2 inh 8, 14-3-3 Bad PPI -8[fluorescence artefact?], EP2 modulator 0, Hck Nef HTS 2, Calpain2 inh -3, L929 necroptosis -0.1 and Rad51 HR inh -2.
For CSCCC(NS(=O)(=O)/C=C/c1ccccc1)C(=O)NCCc1ccc(S(N)(=O)=O)cc1 (stereo not given) the results were Tb hexokinase -10, eIF4E-4G inh -3, PGE2 EP2 inh 11, 14-3-3 Bad PPI -5, EP2 modulator -4, Hck Nef HTS 7, Calpain2 inh -11, L929 necroptosis 0.8 and Rad51 HR inh 4.
`CCOC(=O)C1=C(c2ccccc2)NC(=O)NC1c1ccc(OC)c(OC)c1` (stereo not given) gave Tb hexokinase -2, eIF4E-4G inh -4, PGE2 EP2 inh 4, 14-3-3 Bad PPI -5, EP2 modulator 10, Hck Nef HTS 25, Calpain2 inh -8, L929 necroptosis 1.4 and Rad51 HR inh -5.
Screening Cc1cc(C(C)(C)C)oc1C(=O)Nc1ccc(CC(=O)O)cc1 returned Tb hexokinase 0, eIF4E-4G inh -4, PGE2 EP2 inh 10, 14-3-3 Bad PPI -1, EP2 modulator 23, Hck Nef HTS 0, Calpain2 inh 5, L929 necroptosis 1.4 and Rad51 HR inh 2.
`Cc1ccc(-c2nnc3sc(-c4ccncc4)nn23)cc1` gave Tb hexokinase -5, eIF4E-4G inh 10, PGE2 EP2 inh 7, 14-3-3 Bad PPI 12, EP2 modulator 22, Hck Nef HTS -8, Calpain2 inh -25, L929 necroptosis 0.2 and Rad51 HR inh -4.
